SKN-1 block: inhibitors of C. elegans SKN-1. 360,000 tested, 0.49% active. inhibition, % at 21.8 µM. C. elegans VP596 Pgst-4::GFP/RFP ratio, acrylamide-induced, 24 h;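 active = interference check ratio from 0.5 to 1.5 plus GFP to RFP signal ratio inhibition reaching or exceeding a fixed threshold, cut at about 30% in these data, passing the limit was not always enough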; note: some compounds called inactive have numbers as strong as hits
eLon inh: E. coli protease La inhibition; 360,000 tested, 0.42% active; AID 602123; P0A9M0; inhibition, % at 7.94 µM; purified E. coli Lon protease, fluorescence polarization; in the data active = inhibition above about 13%, passing the limit was not always enough;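 note: 0% = enzyme with probe and DMSO and 100% = no enzyme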
MsrA act: activates bovine MsrA enzyme | purified bovine MsrA, absorbance read-out | activation, % at 10.6 µM | 360,000 tested, 0.3% active | AID 602163; in the data active = activation above about 7.5%;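 note: 0% = vehicle and 100% = reference activator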
MLLE-PAM2 inh: inhibitors of microRNA-mediated deadenylation, human PABP1 MLLE binding; inhibition, % at 20 µM; P11940; 360,000 tested, 0.36% active; GST-MLLE / FITC-PAM2 fluorescence polarization; in the data active = inhibition above about 35%, passing the limit was not always enough;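 note: plate controls were DMSO wells with GST-MLLE for no effect and wells lacking GST-MLLE protein for full effect; some results filed as inactive read as strong as hits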
FAS-TE inh: FAS thioesterase (human) inhibition. P49327. recombinant FAS-TE, OMFH fluorogenic substrate, fluorescence endpoint. inhibition, % at 15 µM. 360,000 tested, 0.67% active;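 active = compounds whose normalised, plate-corrected inhibition of enzyme fluorescence in the single-dose primary screen is 50% or more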;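 note: 0% = DMSO with enzyme and 100% = substrate without enzyme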
MT1-MMP act inh: blocks activation of human MT1-MMP. 360,000 tested, 0.061% active. AID 651647. HT1080 RFP-PRO-GFP cells, GFP/RFP ratio fluorescence, overnight; percent of plate control window, DMSO zero. GFP/RFP ratio change, % at 20 µM;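 active = GFP/RFP ratio change of at least 30% with cell ATP level not reduced by more than half and red fluorescence within 50% of control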; note: strong numbers were not always called active
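Assay system – RFP-PRO-GFP reporter HT1080 cells · Compound dosing – single dose of 20 µM compound, 1% DMSO final · Incubation – overnight compound exposure at 37 °C · Measure – GFP/RFP fluorescence ratio · Benchmarks – DMSO wells and RFP-L50D-GFP cells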
Neddylation inh: cullin neddylation inhibition. P61081+Q13564. TR-FRET cullin neddylation, biochemical. calls only at 25 µM. 360,000 tested, 0.58% active. AID 651699; in the data active = inhibition above about 36%
Target sequence (P61081 whole entry, looked up): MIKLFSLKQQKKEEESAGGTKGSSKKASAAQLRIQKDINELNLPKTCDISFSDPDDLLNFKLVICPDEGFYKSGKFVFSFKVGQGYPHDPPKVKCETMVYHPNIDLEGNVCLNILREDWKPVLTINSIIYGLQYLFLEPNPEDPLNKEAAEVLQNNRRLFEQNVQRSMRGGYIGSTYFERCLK
Target sequence (Q13564 whole entry, looked up): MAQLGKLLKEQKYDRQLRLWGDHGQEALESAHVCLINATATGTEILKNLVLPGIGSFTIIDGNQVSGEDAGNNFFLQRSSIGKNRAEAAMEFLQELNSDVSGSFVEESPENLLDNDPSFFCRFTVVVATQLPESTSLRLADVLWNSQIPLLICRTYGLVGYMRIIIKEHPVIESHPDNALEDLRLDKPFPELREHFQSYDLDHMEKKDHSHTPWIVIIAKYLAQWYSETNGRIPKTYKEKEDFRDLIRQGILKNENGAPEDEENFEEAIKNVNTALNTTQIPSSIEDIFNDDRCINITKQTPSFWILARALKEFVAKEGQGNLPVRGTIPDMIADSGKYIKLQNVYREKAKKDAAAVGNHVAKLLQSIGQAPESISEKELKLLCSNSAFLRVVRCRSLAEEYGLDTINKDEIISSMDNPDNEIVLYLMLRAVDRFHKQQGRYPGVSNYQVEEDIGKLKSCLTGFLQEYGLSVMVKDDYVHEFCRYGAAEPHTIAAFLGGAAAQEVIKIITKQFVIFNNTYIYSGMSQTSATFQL
NRP1-CendR mod: modulators of CendR peptide binding to human neuropilin-1. FAM-RPARPAR peptide binding to NRP-1, fluorescence polarization. inhibition, % at 25 µM. 360,000 tested, 0.85% active;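 active = inhibition or corrected inhibition above about 18%, plus a signal ratio from 0.5 to 1.5, limit read from the data, passing the limit was not always enough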; note: strong numbers were not always called active
Rin1-Abl PPI inh: human Rin1-Abl interaction inhibition | inhibition, % at 7.35 µM | TR-FRET Rin1/Abl binding, biochemical | 360,000 tested, 0.4% active | AID 588664 | P00519+Q13671; in the data active = inhibition above about 5%, passing the limit was not always enough
Starred values were filed as active, the others as inactive; i = inactive; / = no result given; & = joins results of further samples.

No.	Compound	SKN-1 block	eLon inh	MsrA act	MLLE-PAM2 inh	FAS-TE inh	MT1-MMP act inh	Neddylation inh	NRP1-CendR mod	Rin1-Abl PPI inh
1	CCN1CCOC(CC(=O)Nc2ccc([N+](=O)[O-])cc2)C1=O (centres undefined)	4	7	-7	-3	-1	-5	i	5	-1
2	NC(=S)N/N=C/c1ccc(-c2cccc([N+](=O)[O-])c2)o1	33	1	-3	4	3	0	i	6	-5
3	CCCCCC(=O)NNC(=S)NC(C)=O	-4	-5	2	12	-2	8	i	-19	-4
4	CC(=O)OC(C(=O)NC1CCCCC1)c1ccc(C)cc1 (centres undefined)	3	-7	-9	-7	-2	6	i	-1	2
5	CC[C@H](C)C(N)c1cn(C(CCCN=C(N)N)C(=O)N2CCNCC2)nn1 (some centres undefined)	15	3	-1	4	-5	-2	i	4	7
6	COc1ccc(Sc2nc(-c3ccccn3)ncc2OC)cc1	13	8	1	-9	0	-5	i	1	1
7	Cc1cn(CC(=O)N2CCN(c3ccccn3)CC2)c(=O)[nH]c1=O	-3	-6	-3	-8	-9	2	i	-7	-4
8	O=C(NC1CCCC1)C(c1ccccn1)N(C(=O)c1csnn1)c1ccccc1 (centres undefined)	6	-10	-1	5	-4	-3	i	15	-2
9	COC(=O)c1ccc2nc(-c3cccc(N)c3)cn2c1	7	0	-3	12	-3	7	i	-13	0
10	COc1ccc2c(c1)O/C(=C\c1sccc1C)C2=O	7	-6	0	2	-1	-9	i	-3	-4
11	O=C(c1ccc(-c2cccc(Cl)c2Cl)o1)N1CCOCC1	15	10	-5	11	12	6	i	6	-3
12	Cc1cc(C)cc(C(=O)N[C@@H](C)C(=O)N2CCC3(CC2)NCCc2[nH]cnc23)c1	-14	-9	-5	-3	-7	0	i	8	2
13	COc1ccc2c(c1)CCCC21NC(=O)N(CC(=O)NC(=O)NCc2ccccc2)C1=O (centres undefined)	-1	0	-8	3	6	2	i	15	0
14	O=C1NC[C@@H](CCCCN2C[C@H](Cc3ccc(O)cc3)N(CCC3CCCCC3)C(=O)C2=O)N(CC2CCCCC2)C1=O	6	-2	-9	/	16	7	i	-8	/
15	Cc1nn(-c2ccccc2)c(C)c1NC(=O)COC(=O)CCCOc1ccccc1	-15	1	-4	-6	-5	7	i	0	1
16	CCOC(=O)C(C)Oc1cccc2c(=O)n(CC(=O)N3CCN(C(=O)OCC)CC3)ccc12 (centres undefined)	-6	7	-3	-11	-4	-3	i	-2	-3
17	Cc1cc(CN2CCN(CCC#N)CC2)c(O)c(C2(C)CCCCC2)c1	17	-4	-11	4	19	-4	i	-6	3
18	CCOc1cc(/C=C(\C#N)C(=O)NCC2CCCO2)ccc1OCC(N)=O (centres undefined)	-2	-1	-1	-114	-8	-3	i	6	0
19	CC1CCN(C(=O)CSc2nc3cccnc3n2C)CC1	4	7	-3	-10	0	6	i	-2	0
20	CC(=O)/C=C1/SC(CC(=O)O)C(=O)N1c1ccccc1 (centres undefined)	29	-1	-2	1	-5	1	i	5	-4
21	COCCN(CCOC)S(=O)(=O)c1ccc(C(=O)Nc2ccc([N+](=O)[O-])cc2OC)cc1	7	-4	-2	-9	4	-4	i	2	-1
22	O=C(CCCCn1c(=O)[nH]c2ccsc2c1=O)NCc1cccnc1	-9	-3	0	-5	-4	3	i	-3	-1
23	CC(=O)Nc1ccc(NC(=O)c2ccc3c(c2)CCN3S(C)(=O)=O)cc1	3	-3	-4	-4	-5	1	i	3	-1
24	Cc1c(C(=O)NCCCN2CCOCC2)oc2ccc(S(=O)(=O)N3CCOCC3)cc12	6	0	-12	-5	-2	-1	i	1	-1
25	CCOc1ccc(C(=O)CN2CCN(S(=O)(=O)c3ccc(OC)cc3)CC2)cc1	11	-2	-3	-4	-4	1	i	6	-2
26	CSc1ncccc1C(=O)Nc1ccc2c(c1)OCCO2	-4	-3	-6	4	2	-1	i	14	2
27	Cc1nonc1CN(C)C(=O)CC1C(=O)NCCN1Cc1ccc(F)c(F)c1 (centres undefined)	9	-3	-2	5	-5	1	i	11	-3
28	C=CCSc1nnc2c(n1)OC=Nc1ccc(Br)cc1-2	0	-4	3	7	2	2	i	-2	0
29	CCc1cc2c(=O)n(C(C)C(=O)OC3CCCCC3)cnc2s1 (centres undefined)	-32	-9	-15	-6	33	0	i	2	-3
30	CCN=C(NCC)SC1CC(=O)N(CCc2ccccc2)C1=O (centres undefined)	8	13	2	-6	-6	0	i	3	-2
31	CCOC(=O)c1cc([N+](=O)[O-])sc1NC(=O)CC	-17	4	1	11	35	-3	i	3	-3
32	CCc1nc(N)nc(N)c1-c1ccc(Cl)c(N=[N+]=[N-])c1	2&8	0&-5	-1&-10	16&-1	-7&-6	-10&-9	i	-1&3	0&-2

Results in sequence from the entries so far:
Nos. 5–15 in FAS-TE inh, in turn: -5, 0, -9, -4, -3, -1, 12, -7, 6, 16, -5

In the list so far, these contain a cyano group.
No.	Compound	SKN-1 block	eLon inh	MsrA act	MLLE-PAM2 inh	FAS-TE inh	MT1-MMP act inh	Neddylation inh	NRP1-CendR mod	Rin1-Abl PPI inh
17	Cc1cc(CN2CCN(CCC#N)CC2)c(O)c(C2(C)CCCCC2)c1	17	-4	-11	4	19	-4	i	-6	3
18	CCOc1cc(/C=C(\C#N)C(=O)NCC2CCCO2)ccc1OCC(N)=O (centres undefined)	-2	-1	-1	-114	-8	-3	i	6	0

(cont.)
No.	Compound	SKN-1 block	eLon inh	MsrA act	MLLE-PAM2 inh	FAS-TE inh	MT1-MMP act inh	Neddylation inh	NRP1-CendR mod	Rin1-Abl PPI inh
33	Cc1c(NC(=O)CN2CCCc3ccccc32)c(=O)n(-c2ccccc2)n1C	-1	-10	-1	4	-5	0	i	-1	-4
34	CCc1nnc(NC(=O)CCC(=O)NC2CCCc3ccccc32)s1 (centres undefined)	4	-13	-3	8	-5	3	i	-1	-2
35	Cc1cccc(N(C)S(=O)(=O)c2ccc3[nH]c(=O)c(=O)[nH]c3c2)c1	0	-1	-13	12	-4	5	i	-3	1
36	CCOC(=O)c1sc(C)c2c(=O)n(CCCN3CCOCC3)cnc12	13	-1	-2	9	-8	1	i	3	-7
37	COc1ccc(S(=O)(=O)N2CCCCC2)cc1NC(=O)Cn1cnc2c1c(=O)n(C)c(=O)n2C	11	-6	-6	-13	-7	0	i	6	2
38	Cc1c(CCO)c(=O)n(-c2ccccc2)n1S(=O)(=O)c1ccc(Cl)cc1	-5	1	-4	4	-7	10	i	-3	-2
39	COc1ccc(C(=O)NCCCCNC(=O)c2ccc(OC)c(OC)c2)cc1OC	0	-11	0	-6	-5	-2	i	-4	1
40	COc1cccc(-n2c(=O)c3c(C)c(C(=O)N(C)C)sc3n(CC(=O)NCCc3ccc(OC)c(OC)c3)c2=O)c1	-9	-1	-1	-3	-8	-1	i	-13	-3
41	COc1ccccc1NS(=O)(=O)c1cccc(C(=O)NCc2ccncc2)c1	-12	10	-10	3	-8	5	i	5	-1
42	CCOCCOc1nc(C)cc(C)c1S(=O)(=O)c1ccccc1C	6	1	7	13	0	-5	i	-14	1
43	CC1(C(=O)NCCCN2CCOCC2)Oc2cccnc2NC1=O (centres undefined)	3	-18	-5	5	-2	-1	i	4	0
44	Cc1cccc(OCC(=O)NNC(=O)c2ccc([N+](=O)[O-])cc2)c1	-12	-4	-3	-12	0	3	i	-8	-1
45	Cc1ccc(S(=O)(=O)Nc2c(C)nn(C)c2C)c(C)c1	0	4	-2	-7	-6	3	i	-2	-2
46	OCCN(/C=N/c1nc(-c2ccc(Br)cc2)cs1)CCO	14	-6	-4	3	-5	11	i	1	-3
47	COc1ccc2nc(SCC(=O)N3CCN(c4ccc(F)cc4)CC3)c(C#N)cc2c1	5	-9	-3	19	32	-5	i	-14	-4
48	Cc1cnc(C(=O)OCC(=O)N2CCN(C(=O)c3ccco3)CC2)cn1	10	3	-3	-5	-6	0	i	-1	0
49	COc1cc(OC)cc(C(=O)NCCSc2c[nH]c3ccccc23)c1	-3	-9	-11	10	8	-3	i	-4	0
50	COc1ccc(C(=O)Nc2ccccc2C(=O)Nc2ccccc2C(=O)O)cc1	10	-1	-3	-5	0	-4	i	-12	5.6*
51	O=C(NC1CCCC1)C1C2C=CC3(CN(Cc4cccs4)C(=O)C13)O2 (centres undefined)	2	-6	-3	-4	-12	2	i	-2	1
52	c1ccc2c(c1)NC1(CCCCCC1)n1c-2nc2ccccc21	-1	-6	-13	-10	-4	5	/	-2	2
53	Cc1oc(-c2ccc(Cl)cc2)nc1CS(=O)CC(=O)NCc1ccccn1 (centres undefined)	-11	8	-1	25	-1	-2	i	-5	6
54	O=C(COC(=O)c1cc([N+](=O)[O-])ccc1NCCO)Nc1cccc(S(=O)(=O)N2CCCC2)c1	3	-7	-4	-7	70*	-3	i	2	0
55	COc1ccc(N2CCN(CC(=O)Nc3c(C)cccc3C)CC2)cc1	17	-4	-2	-7	-5	-1	i	-4	0
56	CCCCc1nc(Cl)c(C#N)c2c1CCCC2	15	0	-4	5	40	-2	i	13	2
57	CCCCc1nnc(NC(=O)C2CC(=O)N(c3ccc(C)cc3)C2)s1 (centres undefined)	1	-1	-2	-7	2	2	i	-2	4
58	Cc1cccc(NCc2nc(SCC(=O)Nc3ccccc3Br)n[nH]2)c1	-1	-9	-4	-17	-23	6	i	14	1
59	O=C(Nc1c2c(nn1-c1ccccc1)CS(=O)(=O)C2)C1CC1	-1	-5	-1	6	-7	-1	i	3	-4
60	CCc1nc2ccccc2n1CCC(C)C	8	-7	-3	-10	-5	1	i	12	-1
61	CC1OC(C2CCCCC2)Cc2[nH]c(=S)[nH]c(=O)c21 (centres undefined)	2	7	-3	/	-3	3	i	-5	/
62	O=C1C=CC(c2c[nH]c3ccccc23)CC1 (centres undefined)	-3	1	-4	/	-9	-4	i	-10	/
63	Cc1ccccc1C(=O)Nc1nnc(-c2ccc(F)cc2)o1	-9	7	0	6	-2	6	i	-9	-1
64	Cc1cccc(C)c1NC(=O)C1(C)CCC(=O)N1c1cc(C(C)(C)C)nn1C (centres undefined)	1	-4	-3	3	-12	2	i	14	5
65	Cc1ccc(-n2[nH]c(C)c(/C=N/N3C(=O)c4cccc5cccc(c45)C3=O)c2=O)cc1	-2	6	-17	-7	-8	-1	i	-4	0
66	O=C(CCn1cncn1)N1CCN(S(=O)(=O)c2ccc(Cl)cc2)CC1	-5	-4	-9	3	1	1	i	-6	3
67	CCn1cc(CN2CCN(Cc3ccc(OC)c(C)c3C)C(CCO)C2)c(C)n1 (centres undefined)	-8	-5	-10	-14	-10	-1	i	6	1
68	COc1ccc(C2NCCn3cccc32)cc1 (centres undefined)	29	8	-6	-5	-2	-4	i	-15	-4
69	COC(=O)CCC(=O)NNC(=O)c1cccc(Br)c1	5	-2	-9	-3	-12	2	i	12	1
70	NC(=O)c1nn(-c2ccccc2)nc1NC(=O)Cn1nnc(-c2ccccc2)n1	9	9	-2	10	-9	-1	i	-8	0
71	CC(C)CNS(=O)(=O)c1ccc(S(=O)(=O)NC2CCOC(C)(C)C2)cc1 (centres undefined)	-2	0	-9	5	-8	-2	i	-2	1
72	Cc1ccc(-c2nc(CCN3C(=O)c4ccccc4C3=O)cs2)cc1	6	0	-2	-27	27	6	i	7	-4
73	OCCN(Cc1ccccc1)Cc1ccc(Cl)cc1Cl	12	4	-2	1	14	-6	i	-4	-1
74	Oc1ccc(Nc2nc(-c3cccs3)cs2)cc1	5	-1	-5	8	0	3	i	2	1
75	COc1ccc(NC(=O)C2CCN(c3ncnc4c3nc3n4CCCCC3)CC2)cc1Cl	11	-9	-2	-2	21	0	i	-14	-2
76	Cc1cccc(NC(=O)Cn2c(=O)n(CCC(=O)NC3CCCC3)c(=O)c3ccccc32)c1	4	-14	-4	-5	-6	-3	i	2	-3

From PubChem

Random draw from the library. About 4% of those tested had a hit in this group.
